High-throughput results as filed in PubChem.
Mtb BioA inh: blocks M. tuberculosis BioA enzyme activity. hit rate 0.096% among 360,000. inhibition, % at 9.99 µM. purified M. tuberculosis BioA enzyme, plate reader; in the data active = inhibition above about 40%
TcdB inh: blocks C. difficile toxin B glycohydrolase activity; TcdB glycohydrolase enzymatic assay, plate reader; P18177; inhibition, % at 9.99 µM; AID 652162; hit rate 0.24% among 350,000; in the data active = inhibition above about 10%
Target sequence (P18177 whole entry, looked up): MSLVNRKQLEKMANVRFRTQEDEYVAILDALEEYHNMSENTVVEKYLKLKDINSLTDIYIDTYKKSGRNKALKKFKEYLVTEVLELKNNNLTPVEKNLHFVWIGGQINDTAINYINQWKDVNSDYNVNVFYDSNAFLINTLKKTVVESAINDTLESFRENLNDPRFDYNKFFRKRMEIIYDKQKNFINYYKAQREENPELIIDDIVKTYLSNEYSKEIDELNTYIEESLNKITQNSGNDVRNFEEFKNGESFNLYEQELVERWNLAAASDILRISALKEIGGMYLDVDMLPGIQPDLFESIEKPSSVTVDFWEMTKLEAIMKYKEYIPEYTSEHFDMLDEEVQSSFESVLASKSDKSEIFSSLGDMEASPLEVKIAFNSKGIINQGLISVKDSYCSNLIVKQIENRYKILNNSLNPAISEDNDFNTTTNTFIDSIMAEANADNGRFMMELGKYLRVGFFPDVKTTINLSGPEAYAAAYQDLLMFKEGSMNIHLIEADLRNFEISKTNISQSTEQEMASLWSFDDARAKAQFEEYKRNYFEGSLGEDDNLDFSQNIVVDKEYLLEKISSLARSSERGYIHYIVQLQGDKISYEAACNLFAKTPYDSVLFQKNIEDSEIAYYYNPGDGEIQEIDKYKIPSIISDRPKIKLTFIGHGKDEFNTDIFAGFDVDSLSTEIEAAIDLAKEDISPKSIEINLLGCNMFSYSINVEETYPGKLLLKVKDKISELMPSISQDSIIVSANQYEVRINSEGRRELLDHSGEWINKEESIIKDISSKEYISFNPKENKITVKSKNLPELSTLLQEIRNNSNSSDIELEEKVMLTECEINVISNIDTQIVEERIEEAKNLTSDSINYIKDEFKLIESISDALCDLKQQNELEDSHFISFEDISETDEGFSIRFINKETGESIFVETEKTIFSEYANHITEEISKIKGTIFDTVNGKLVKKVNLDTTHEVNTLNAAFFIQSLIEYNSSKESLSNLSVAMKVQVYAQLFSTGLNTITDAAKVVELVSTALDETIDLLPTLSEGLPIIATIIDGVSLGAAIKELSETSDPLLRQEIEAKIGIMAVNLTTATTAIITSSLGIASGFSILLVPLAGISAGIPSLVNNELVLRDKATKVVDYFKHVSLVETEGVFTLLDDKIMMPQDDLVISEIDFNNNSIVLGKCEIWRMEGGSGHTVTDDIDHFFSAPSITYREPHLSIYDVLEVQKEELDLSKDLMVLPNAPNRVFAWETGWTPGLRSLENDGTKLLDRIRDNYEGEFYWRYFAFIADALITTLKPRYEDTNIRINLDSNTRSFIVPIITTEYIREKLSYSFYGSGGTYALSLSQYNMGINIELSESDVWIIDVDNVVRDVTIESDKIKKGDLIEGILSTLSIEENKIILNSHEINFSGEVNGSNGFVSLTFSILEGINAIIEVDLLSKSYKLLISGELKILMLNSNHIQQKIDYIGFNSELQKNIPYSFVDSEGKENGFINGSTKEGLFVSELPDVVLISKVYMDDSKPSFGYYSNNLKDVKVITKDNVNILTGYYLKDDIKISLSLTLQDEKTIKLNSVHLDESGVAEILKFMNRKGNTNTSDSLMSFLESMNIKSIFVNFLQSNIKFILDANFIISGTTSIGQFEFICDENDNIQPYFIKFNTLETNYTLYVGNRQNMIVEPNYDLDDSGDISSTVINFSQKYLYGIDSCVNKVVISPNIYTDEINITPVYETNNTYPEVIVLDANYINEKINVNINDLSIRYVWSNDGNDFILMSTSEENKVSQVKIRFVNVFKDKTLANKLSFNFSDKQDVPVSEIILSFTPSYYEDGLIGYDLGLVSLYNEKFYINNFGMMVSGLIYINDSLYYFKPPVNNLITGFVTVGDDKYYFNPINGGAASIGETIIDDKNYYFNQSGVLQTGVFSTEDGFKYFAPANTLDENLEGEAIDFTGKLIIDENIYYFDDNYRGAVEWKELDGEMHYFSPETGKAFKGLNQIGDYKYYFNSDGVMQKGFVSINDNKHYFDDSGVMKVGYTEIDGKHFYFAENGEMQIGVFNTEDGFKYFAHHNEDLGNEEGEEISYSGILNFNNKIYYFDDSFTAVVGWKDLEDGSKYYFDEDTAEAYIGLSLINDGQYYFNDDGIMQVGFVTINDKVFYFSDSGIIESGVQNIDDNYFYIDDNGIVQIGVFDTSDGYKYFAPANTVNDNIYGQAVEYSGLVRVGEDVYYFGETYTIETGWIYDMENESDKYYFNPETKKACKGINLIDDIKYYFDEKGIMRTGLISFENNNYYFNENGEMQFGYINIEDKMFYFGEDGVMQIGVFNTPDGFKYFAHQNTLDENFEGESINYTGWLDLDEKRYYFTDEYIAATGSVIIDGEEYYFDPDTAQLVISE
* = called active by the depositor; & = joins results of further samples. Not all compounds are listed, so the mix of outcomes need not match the whole.

SMILES	Mtb BioA inh	TcdB inh
C[C@@H]1CN([C@@H](C)CO)C(=O)c2cc(NS(=O)(=O)c3cccs3)ccc2O[C@H]1CN(C)Cc1ccc2c(c1)OCO2	2.0	0.5
Cc1noc(C)c1S(=O)(=O)Nc1cccc2c1O[C@@H](CN(C)CC1CC1)[C@@H](C)CN([C@H](C)CO)C2=O	-2.0	-0.6
COCC(=O)Nc1ccc2c(c1)[C@@H]1C[C@@H](CC(=O)NCc3ccccc3)O[C@H](CO)[C@@H]1O2	-1.9	0.1
C[C@H]1CN([C@@H](C)CO)C(=O)c2cc(NC(=O)Cc3cn(C)c4ccccc34)ccc2O[C@H]1CN(C)Cc1ccc(Oc2ccccc2)cc1	-1.8	0.1
CCN1[C@@H]2Cn3c(ccc(C4=CCCC4)c3=O)[C@H]1[C@@H](C(=O)N[C@@H](C)c1ccccc1)[C@@H]2CO	-0.4	0.4
COc1ccc(S(=O)(=O)Nc2ccc3c(c2)C(=O)N([C@H](C)CO)C[C@@H](C)[C@@H](CN(C)C(=O)NC2CCCCC2)O3)cc1	0.8	0.7
COc1ccc(S(=O)(=O)N(C)C[C@@H]2Oc3ccc(NC(=O)C4CCCCC4)cc3C(=O)N([C@H](C)CO)C[C@H]2C)cc1	-0.1	-0.7
C[C@@H]1CN([C@H](C)CO)C(=O)c2cc(NC(=O)CCC(F)(F)F)ccc2O[C@@H]1CN(C)S(=O)(=O)c1cn(C)cn1	-1.0	-1.5
CCCNC(=O)N1[C@@H](C#N)[C@@H](c2ccccc2)[C@@H]1CO	-0.1	-0.7
O=C(C[C@H]1CC[C@H](NC(=O)Nc2cc(F)ccc2F)[C@@H](CO)O1)NCc1ccc2c(c1)OCO2	-3.7	-7.3
CC(C)NC(=O)N(C)C[C@H]1Oc2ccc(NC(=O)CCCN(C)C)cc2C(=O)N([C@H](C)CO)C[C@@H]1C	-2.0	-1.2
C[C@H]1CN([C@@H](C)CO)C(=O)c2ccccc2-c2ccccc2CO[C@H]1CN(C)C(=O)Nc1ccccc1C(F)(F)F	0.0	0.4
O=C(O)C[C@H]1CC[C@@H]2NC[C@H](O)COC[C@H]2O1	-1.7	-1.7
C[C@H](CO)N1C[C@H](C)[C@@H](CN(C)Cc2ccc(C(F)(F)F)cc2)Oc2ccc(NC(=O)Cc3cn(C)c4ccccc34)cc2CC1=O	-3.5	-3.9
COc1cccc(NC(=O)N(C)C[C@@H]2Oc3cc(C#Cc4ccccc4)ccc3S(=O)(=O)N([C@H](C)CO)C[C@@H]2C)c1	-1.6	-0.2
COc1ccc(NC(=O)Nc2ccc3c(c2)C(=O)N([C@@H](C)CO)C[C@@H](C)[C@@H](CN(C)Cc2ccc4c(c2)OCO4)OCCCC[C@@H](C)O3)cc1	-0.4	1.3
O=C(Nc1ccccc1)N1CCCCN2[C@H](CO)[C@H](c3ccc(Br)cc3)[C@@H]2C1	-2.1	-1.4
C[C@@H]1CN([C@@H](C)CO)C(=O)c2cccc(NC(=O)c3cnccn3)c2O[C@H]1CN(C)C	-3.1	-0.7
CN(C)c1ccc2c(c1)[C@H]1C[C@@H](CC(=O)NCC3CC3)O[C@@H](CO)[C@H]1O2	-2.9	-43.0
COCC(=O)N(C)C[C@@H]1Oc2cc(-c3ccc(OC)cc3)ccc2S(=O)(=O)N([C@H](C)CO)C[C@@H]1C	-2.5	0.7
C[C@@H]1CN([C@H](C)CO)C(=O)Cc2cc(NC(=O)CCCCCC(=O)Nc3ccccc3N)ccc2O[C@H]1CN(C)C	-2.4	0.1
C[C@H](CO)N1C[C@H](C)[C@H](CN(C)Cc2ccncc2)Oc2c(NC(=O)C3CCCCC3)cccc2C1=O	-1.8	-0.1
COc1ccccc1NC(=O)N1CCCCN2[C@@H](CO)[C@@H](c3ccc(-c4cccc(F)c4)cc3)[C@@H]2C1	0.0	-1.0
COc1ccc(S(=O)(=O)Nc2ccc3c(c2)C(=O)N([C@H](C)CO)C[C@@H](C)[C@@H](CN(C)C(=O)Cc2ccccc2)OCCCC[C@@H](C)O3)cc1	-1.5	1.3
Cc1noc(C)c1NC(=O)Nc1cccc2c1O[C@H](CN(C)S(=O)(=O)c1ccc(F)cc1)[C@H](C)CN([C@H](C)CO)C2=O	0.2	-0.9
CNC[C@@H]1Oc2ncc(Br)cc2C(=O)N([C@H](C)CO)C[C@@H]1C	-1.0	-0.8
C[C@@H]1CN([C@H](C)CO)S(=O)(=O)c2ccc(C3=CCCCC3)cc2O[C@H]1CN(C)C(=O)C1CCCCC1	0.1	-0.5
C[C@@H]1CCCCO[C@@H](CN(C)C(=O)Cc2ccccc2)[C@@H](C)CN([C@H](C)CO)C(=O)c2cc(NC(=O)c3ccncc3)ccc2O1	-2.2	-0.3
C[C@@H]1CN([C@H](C)CO)C(=O)c2cc(C3=CCCCC3)cnc2O[C@H]1CN(C)S(=O)(=O)c1cn(C)cn1	3.9	1.2
C[C@@H]1CN([C@H](C)CO)C(=O)Cc2cc(NC(=O)Nc3ccc(C(F)(F)F)cc3)ccc2O[C@@H]1CN(C)Cc1ccncc1	-0.6	0.7
C[C@H](CO)N1C[C@H](C)[C@H](CN(C)Cc2ccc(F)cc2)Oc2ncc(-c3cccc(F)c3)cc2C1=O	3.7	1.0
C[C@H]1CN([C@@H](C)CO)C(=O)c2cc(NC(=O)C3CC3)ccc2O[C@H]1CN(C)Cc1ccccc1	0.8	0.2
C[C@@H]1CN([C@@H](C)CO)S(=O)(=O)c2ccc(C#CC3CC3)cc2O[C@@H]1CN(C)C(=O)CN(C)C	-0.8	0.9
COc1ccccc1C(=O)Nc1ccc2c(c1)C(=O)N(C)[C@@H]1CC[C@H](CC(=O)NCCc3ccncc3)O[C@@H]1CO2	0.3	3.9
C[C@@H]1CN([C@@H](C)CO)C(=O)c2cc(-c3ccc(F)cc3)cnc2O[C@H]1CN(C)C(=O)Cc1ccccn1	-1.3	-1.0
C[C@H]1CN([C@@H](C)CO)S(=O)(=O)c2ccc(-c3cccc(C(=O)N(C)C)c3)cc2O[C@@H]1CN(C)C(=O)Cc1ccccn1	1.2	1.2
C[C@@H]1CN([C@@H](C)CO)C(=O)c2cccc(NC(=O)c3ccc(-c4nccs4)cc3)c2O[C@H]1CN(C)C(=O)Nc1ccc(C(F)(F)F)cc1	-0.5	0.5
CCN1[C@H](C(=O)NCC2CC2)[C@@H](CO)[C@@H]2Cn3c(ccc(-c4ccccc4)c3=O)[C@@H]21	0.1	-1.8
CC(C)CC#Cc1cnc2c(c1)C(=O)N([C@H](C)CO)C[C@H](C)[C@@H](CN(C)S(=O)(=O)c1ccccc1)O2	-0.1	-1.1
CO[C@@H]1CN(C)C(=O)c2cc(NC(=O)Nc3ccccc3)ccc2OC[C@H](C)NC[C@H]1C	-1.7	-0.6
Cc1ccccc1S(=O)(=O)N[C@@H]1CC[C@H](CCn2cc(-c3ccccc3)nn2)O[C@H]1CO	-0.1	0.5
C[C@H]1CN([C@@H](C)CO)C(=O)Cc2cc(NS(=O)(=O)c3cccs3)ccc2O[C@H]1CN(C)C(=O)Nc1ccc(C(F)(F)F)cc1	-1.2	-0.6
C[C@@H]1CCCCO[C@H](CN(C)C(=O)Cc2ccccc2)[C@@H](C)CN([C@@H](C)CO)C(=O)c2cc(NC(=O)c3ccncc3)ccc2O1	-0.1	0.2
COCC#Cc1ccc2c(c1)O[C@H](CN(C)S(=O)(=O)c1cccc(F)c1)[C@H](C)CN([C@H](C)CO)S2(=O)=O	-0.3	-0.4
C[C@H](NC(=O)[C@@H]1[C@@H](CO)[C@@H]2Cn3c(ccc(-c4ccccc4F)c3=O)[C@H]1N2)c1ccccc1	-1.5	0.5
CCC(=O)Nc1ccc2c(c1)OC[C@@H](C)N(C(=O)C1CC1)C[C@@H](C)[C@H](OC)CN(C)C2=O	0.0	0.7
O=C(C[C@@H]1CC[C@@H](NC(=O)c2ccc3c(c2)OCO3)[C@@H](CO)O1)NCc1ccc(Oc2ccccc2)cc1	-2.0	-1.2
CCCNC(=O)N(C)C[C@@H]1Oc2cc(-c3ccc(C)cc3)ccc2S(=O)(=O)N([C@H](C)CO)C[C@H]1C	1.3	0.1
Cc1ccccc1S(=O)(=O)N(C)C[C@@H]1OCc2ccccc2-c2ccccc2C(=O)N([C@@H](C)CO)C[C@@H]1C	3.2	1.2
CN1CCN(C(=O)C[C@H]2CC[C@H](NC(=O)Cc3ccccn3)[C@H](CO)O2)CC1	-1.7	-0.7
C[C@H]1CN([C@@H](C)CO)C(=O)c2cccc(NC(=O)Nc3ccccc3)c2O[C@H]1CN(C)C(=O)Nc1ccc(C(F)(F)F)cc1	18.2	0.7
C[C@H]1CN([C@@H](C)CO)C(=O)c2cccc(NS(=O)(=O)c3ccc(F)cc3)c2O[C@@H]1CN(C)CC1CCCCC1	0.0	0.9
C[C@H](CO)N1C[C@H](C)[C@H](CN(C)C(=O)c2ccccc2)OCCCC[C@H](C)Oc2ccc(NS(=O)(=O)c3cn(C)cn3)cc2C1=O	0.5	0.8
O=C(C[C@@H]1C=C[C@H](NC(=O)C2CC2)[C@@H](CO)O1)Nc1ccccc1	1.0	0.2
C[C@@H]1CN([C@@H](C)CO)S(=O)(=O)c2ccc(C#CC3CCCC3)cc2O[C@H]1CN(C)C(=O)Cc1ccncc1	6.8	-0.5
CO[C@@H]1CN(C)C(=O)c2ccc(NC(=O)C3CCC3)cc2OC[C@H](C)N(Cc2nccs2)C[C@H]1C	0.5	1.2
CN1C(=O)c2cc(NC(=O)c3cccs3)ccc2OC[C@@H]2O[C@@H](CC(=O)NCC(F)(F)F)CC[C@H]21	4.1	0.7
O=C(C[C@H]1CC[C@H]2[C@@H](COC[C@@H](O)CN2Cc2ccccc2)O1)N[C@@H]1CCN(Cc2ccccc2)C1	-0.6	-2.0
CCC(=O)N(C)C[C@H]1Oc2cc(C#CC3CC3)ccc2S(=O)(=O)N([C@H](C)CO)C[C@@H]1C	0.9	-1.6
C[C@@H]1CCCCO[C@@H](CN(C)C(=O)Nc2ccc(F)cc2)[C@@H](C)CN([C@H](C)CO)C(=O)c2cc(NC(=O)Cc3ccccc3)ccc2O1	-3.0	-0.2

Full records as entered above. Order of values: Mtb BioA inh	TcdB inh
Record of `C[C@H](CO)N1C[C@H](C)[C@H](CN(C)Cc2ccncc2)Oc2c(NC(=O)C3CCCCC3)cccc2C1=O` → -1.8	-0.1
Record of `CO[C@@H]1CN(C)C(=O)c2cc(NC(=O)Nc3ccccc3)ccc2OC[C@H](C)NC[C@H]1C` → -1.7	-0.6
Record of `C[C@@H]1CN([C@H](C)CO)C(=O)Cc2cc(NC(=O)Nc3ccc(C(F)(F)F)cc3)ccc2O[C@@H]1CN(C)Cc1ccncc1` → -0.6	0.7
Record of `Cc1ccccc1S(=O)(=O)N[C@@H]1CC[C@H](CCn2cc(-c3ccccc3)nn2)O[C@H]1CO` → -0.1	0.5

Remaining list, next part:
SMILES	Mtb BioA inh	TcdB inh
C[C@H]1CN([C@@H](C)CO)C(=O)c2cccc(NC(=O)C3CCOCC3)c2O[C@@H]1CN(C)Cc1ccccc1	-1.8	0.3
C[C@H](CO)N1C[C@H](C)[C@@H](CN(C)C(=O)c2ccccn2)Oc2ncc(-c3cccc(F)c3)cc2C1=O	3.8	-0.7
C[C@@H]1CCCCO[C@H](CN(C)S(=O)(=O)c2cn(C)cn2)[C@@H](C)CN([C@H](C)CO)C(=O)c2cc(NS(=O)(=O)c3cn(C)cn3)ccc2O1	-3.4	-7.8
COc1ccc(NC(=O)N(C)C[C@@H]2OCCCC[C@@H](C)Oc3ccc(NS(=O)(=O)c4ccc(Cl)cc4)cc3C(=O)N([C@H](C)CO)C[C@@H]2C)cc1	1.2	-11.5
O=C(C[C@H]1C=C[C@H](NC(=O)C2CC2)[C@H](CO)O1)Nc1nccs1	-1.6	0.3
CO[C@@H]1CN(C)C(=O)c2cc(NS(C)(=O)=O)ccc2OC[C@@H](C)N(C(=O)C2CCCC2)C[C@@H]1C	-1.2	0.0
CC(C)(O)C#Cc1ccc([C@@H]2[C@@H](CO)N3CCCCN(C(=O)c4ccncc4)C[C@H]23)cc1	4.5	0.1
COc1ccccc1CN1[C@@H]2Cn3c(cccc3=O)[C@H]1[C@@H](C(=O)N1CCc3ccccc3C1)[C@@H]2CO	0.4	-1.4
C[C@@H]1CN([C@@H](C)CO)C(=O)c2cc(NC(=O)CCCN(C)C)ccc2O[C@@H](C)CCCCO[C@@H]1CN(C)C(=O)Nc1ccccc1	-2.2	0.4
COCCNC(=O)C[C@H]1C[C@H]2c3cc(NS(C)(=O)=O)ccc3O[C@H]2[C@H](CO)O1	-1.0	-0.5
C[C@@H]1CN([C@H](C)CO)C(=O)c2cccc(N(C)C)c2O[C@@H]1CN(C)Cc1ccc(-c2ccccc2)cc1	4.2	-2.3
O=C(C[C@@H]1CC[C@H]2[C@@H](COC[C@@H](O)CN2C(=O)C2CC2)O1)NCc1ccncc1	-1.9	-0.9
C[C@H](CO)N1C[C@H](C)[C@@H](CN(C)C(=O)Nc2ccc(C(F)(F)F)cc2)Oc2ccc(NC(=O)Cc3cn(C)c4ccccc34)cc2C1=O	-2.7	-0.1
CCCNC(=O)N[C@H]1C=C[C@H](CC(=O)NC2CCCCC2)O[C@@H]1CO	-1.6	-1.0&0.8
CC(C)NC(=O)Nc1ccc2c(c1)CC(=O)N([C@@H](C)CO)C[C@@H](C)[C@H](CN(C)Cc1ccccc1)O2	-0.1	-1.2

3 entries from above in another layout:
The line under a structure holds: Mtb BioA inh | TcdB inh
C[C@@H]1CCCCO[C@H](CN(C)S(=O)(=O)c2cn(C)cn2)[C@@H](C)CN([C@H](C)CO)C(=O)c2cc(NS(=O)(=O)c3cn(C)cn3)ccc2O1
 : -3.4 | -7.8
O=C(C[C@H]1C=C[C@H](NC(=O)C2CC2)[C@H](CO)O1)Nc1nccs1
 : -1.6 | 0.3
CO[C@@H]1CN(C)C(=O)c2cc(NS(C)(=O)=O)ccc2OC[C@@H](C)N(C(=O)C2CCCC2)C[C@@H]1C
 : -1.2 | 0.0
